Assay outcomes: PubChem BioAssay, several laboratories
HTRA1 inhibitor: inhibitors of human serine peptidase HTRA1; actives 0.5% (n = 340,000); Q92743; inhibition, % at 5.96 µM; recombinant HTRA1, FP-rhodamine activity-based probe, fluorescence polarization; in the data active means inhibition above about 36%;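 further: 0% = enzyme with DMSO and 100% = wells lacking enzyme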
NR1D1 modulator: modulates human Rev-erb alpha binding to DNA. Rev-erbα–FITC-DNA binding, fluorescence polarization, 90 min. actives 0.79% (n = 370,000). activity, % at 10 µM;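 active means activity above about 14%, limit read from the data; passing the limit was not always enough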;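 further: 0% = DMSO wells with 35 nM protein and 100% = DMSO wells with 750 nM protein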
MBD2 inh: inhibitors of human MBD2 binding to methylated oligonucleotide | inhibition, % at 4.4 µM | actives 0.31% (n = 370,000) | TR-FRET | AID 686964 | Q9UBB5; in the data active means inhibition above about 13%
mABHD4 FP: inhibitors of mouse ABHD4 | Q8VD66 | purified mABHD4, FP-Rh probe fluorescence polarization | inhibition, % at 8.92 µM | actives 0.54% (n = 370,000);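 active means inhibition exceeding the mean over every tested compound plus 3 SD, cut at about 30% in these data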;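 further: 0% = plate median of compound wells and 100% = S159A mutant with DMSO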
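system = mouse ABHD4 enzyme, wild type | medium = HEPES pH 7.0, NaCl, Pluronic buffer | also added = FP-Rh probe | incubation = Enzyme–compound pre-incubation 45 min, then probe 60 min, both 25 °C | technique = fluorescence polarization, excitation 525 nm, emission 598 nm, BODIPY TMR filters | controls = S159A mutant high control, sample median low control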
TCR-CD3 inh: blocks the human TCR-CD3 interaction; TAMRA-labeled TCR probe fluorescence, biochemical; inhibition, % at 9.4 µM; actives 0.37% (n = 360,000); AID 651800; in the data active means inhibition above about 19%;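 further: recombinant mutant TCR 2C K166C tagged with TAMRA read by polarization; 0% = receptor in buffer alone and 100% = receptor with positive control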
UHRF1 MBD2 ctr: blocks human UHRF1 binding to methylated DNA. inhibition, % at 4.4 µM. Q96T88. actives 0.75% (n = 370,000). UHRF1 binding to methylated oligo, TR-FRET; in the data active means inhibition above about 21%;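 further: UHRF1 SRA domain binding a hemimethylated CpG hairpin DNA probe; 0% = median of test compound wells and 100% = reference inhibitor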
Target sequence (Q96T88 whole entry, looked up, the tested form may be a part): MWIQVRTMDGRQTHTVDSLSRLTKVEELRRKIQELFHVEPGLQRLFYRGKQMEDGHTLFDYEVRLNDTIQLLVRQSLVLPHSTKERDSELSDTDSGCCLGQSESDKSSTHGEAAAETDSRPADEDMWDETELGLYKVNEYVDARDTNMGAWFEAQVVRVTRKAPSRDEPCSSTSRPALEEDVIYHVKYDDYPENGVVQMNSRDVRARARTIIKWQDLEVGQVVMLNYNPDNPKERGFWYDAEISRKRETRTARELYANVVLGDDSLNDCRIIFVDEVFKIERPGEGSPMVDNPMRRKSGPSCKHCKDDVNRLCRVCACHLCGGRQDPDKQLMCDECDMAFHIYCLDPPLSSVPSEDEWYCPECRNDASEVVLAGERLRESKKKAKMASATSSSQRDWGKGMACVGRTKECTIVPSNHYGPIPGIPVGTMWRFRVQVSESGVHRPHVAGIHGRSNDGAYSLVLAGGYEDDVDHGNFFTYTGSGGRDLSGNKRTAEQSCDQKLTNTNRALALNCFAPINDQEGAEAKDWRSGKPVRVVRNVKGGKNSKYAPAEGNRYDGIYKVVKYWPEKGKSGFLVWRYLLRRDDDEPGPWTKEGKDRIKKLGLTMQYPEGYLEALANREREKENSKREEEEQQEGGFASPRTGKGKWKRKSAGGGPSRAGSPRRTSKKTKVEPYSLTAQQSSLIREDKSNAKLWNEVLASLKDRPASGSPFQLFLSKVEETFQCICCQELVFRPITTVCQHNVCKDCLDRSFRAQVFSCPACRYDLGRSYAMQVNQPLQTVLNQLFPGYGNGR
PRMT1 FP inh: PRMT1 (human) inhibition, primary screen | recombinant PRMT1, activity-based probe fluorescence polarization | actives 1.3% (n = 370,000) | AID 652257 | Q99873 | inhibition, % at 2.79 µM;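 active means inhibition above about 21% made by adding two undisclosed values, limit read from the data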
rCAG binder: binds r(CAG) RNA repeats; r(CAG) RNA repeat, TO-PRO-1 dye displacement fluorescence; inhibition, % at 3 µM; actives 1.3% (n = 370,000); AID 651821;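 active means inhibition above the plate cutoff, the mean of all test compounds on that plate plus 3 SD, cut at about 35% in these data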;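 further: 0% = DMSO alone and 100% = 100 µM mitoxantrone as full dye displacement; higher means more dye released from RNA so lower well fluorescence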
PG9 Ab binder: small molecules binding HIV-1 gp120 antibody PG9 | inhibition, % at 6.7 µM | AID 624416 | actives 0.43% (n = 360,000) | TR-FRET gp120-PG9 antibody binding; in the data active means inhibition above about 8.5%
LEDGF integ inh: blocks HIV-1 LEDGF/p75-dependent DNA integration; TR-FRET IN-LEDGF/p75 DNA integration, Eu/Cy5; inhibition, % at 3.7 µM; actives 0.64% (n = 370,000); AID 743269;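 active means inhibition above the screen-wide mean plus 3 SD, cut at about 13% in these data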;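 further: signal is the Cy5 over europium emission ratio at 671 and 618 nm; 0% = plate median of compound wells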
Starred values were filed as active, the others as inactive; x = no result given. A portion of the library; rates above refer to the full screens.

SMILES | HTRA1 inhibitor | NR1D1 modulator | MBD2 inh | mABHD4 FP | TCR-CD3 inh | UHRF1 MBD2 ctr | PRMT1 FP inh | rCAG binder | PG9 Ab binder | LEDGF integ inh
Cc1ccc(NC2Nc3cc(C)nn3S2)c(C)c1 (stereo not given) | 1.9 | -6.0 | -1.9 | -0.9 | -2.6 | 4.5 | 12.5 | 0.7 | 1.2 | -3.5
CCCCCC(=O)N1C[C@@H](O)[C@H](n2cc(C3CC3)nn2)C[C@@H]1c1ccc(OC)cc1 | 4.5 | -0.8 | -3.3 | -1.0 | 3.3 | -0.3 | -1.9 | 0.5 | 1.3 | -3.3
C=CCN1C(=O)C(Cc2ccc(F)cc2)S/C1=N/N=C/c1ccco1 (stereo not given) | -3.2 | -0.6 | 5.5 | 10.2 | 1.9 | 0.1 | 0.6 | -3.9 | -1.4 | -1.8
CCCCN(C)c1c(C)nc2ccc(C(=O)N3CCN(C(C)=O)CC3)cn12 | x | 4.5 | 3.4 | 1.3 | 3.5 | -3.7 | -1.7 | -0.8 | 1.4 | 0.8
COc1cc2ccccc2cc1C(=O)OCc1nc2ccsc2c(=O)[nH]1 | -0.5 | 2.7 | -1.7 | -2.4 | -0.9 | 0.8 | -3.2 | 2.6 | 3.4 | 0.7
CC(C)(C)OC(=O)NCCCCCNC(=O)c1[nH]cnc1C(=O)Nc1ccc(Cl)cc1 | -100.1 | -1.0 | -7.7 | -96.5 | 2.6 | 2.0 | 0.1 | 0.9 | -0.5 | 0.4
O=C(N[C@H]1CC1c1ccccc1)c1ccc([N+](=O)[O-])cc1 (stereo not given in full) | -9.2 | 4.4 | 1.1 | 0.3 | -8.5 | 2.7 | 1.9 | -5.9 | -0.5 | 0.1
Clc1ccc2nc(CSc3nc4ccccc4o3)cn2c1 | -4.9 | -1.2 | 2.4 | -0.4 | -11.5 | -0.6 | 4.0 | -4.0 | 0.3 | -1.5
CCN(CC(=O)Nc1c(F)cccc1F)C(=O)C1CC1C (stereo not given) | -1.4 | -0.8 | 2.5 | -4.9 | -0.6 | 5.4 | 4.5 | -2.0 | -1.8 | -1.1
CCCCN(C(=O)c1cccs1)C1CCS(=O)(=O)C1 (stereo not given) | 4.6 | -2.7 | -3.3 | -3.0 | 1.7 | 0.0 | -2.8 | -0.2 | -1.3 | 1.8
Cc1cc(C(=O)CN2C(=O)C(=O)N(Cc3ccccc3)C2=O)c(C)n1Cc1ccc(F)cc1 | -9.7 | 4.2 | -1.4 | -5.7 | -8.3 | 1.2 | 5.8 | 11.5 | 2.2 | 6.7
O=C(Cn1cnc2ccccc2c1=O)Nc1nnc(SCc2ccccc2)s1 | -2.8 | x | 5.6 | 3.9 | -4.5 | 3.7 | -0.6 | 0.7 | -1.3 | -1.2
COc1ccc(-c2[nH]ncc2-c2ccc(Cl)cc2)c(O)c1 | -9.9 | 2.4 | -4.6 | -32.5 | -2.7 | -0.5 | -2.6 | 6.0 | 1.9 | -1.1
O=C(NCc1cccnc1)c1cc(C2CCCCN2C(=O)c2ccccc2)on1 (stereo not given) | x | -5.2 | -0.4 | -1.6 | -2.2 | 0.8 | 1.4 | -0.8 | 0.1 | -1.9
O=C(Nc1ccc(NC(=O)C2CC2)nc1)c1cccs1 | 1.0 | 1.3 | 1.8 | 6.5 | 8.9 | -0.6 | -1.6 | -1.9 | -0.1 | -0.7
CC1=C(C(=O)N(C)C)C(c2ccc(Cl)c(Cl)c2)NC(=O)N1 (stereo not given) | 0.8 | 2.6 | -2.6 | 2.2 | 4.5 | 1.2 | 0.5 | 3.8 | 1.3 | -1.0
O=C(OCCc1cc2ccccc2c(=O)o1)c1ccccc1C(F)(F)F | -34.6 | 6.2 | -0.2 | -5.6 | 4.8 | 0.8 | -0.9 | -5.2 | -0.9 | 0.7
COC(=O)c1cc(Br)c(=O)n(Cc2ccc(C(=O)O)cc2)c1 | 7.6 | -3.4 | 2.8 | 4.5 | 5.1 | -1.5 | -1.6 | 1.2 | 1.2 | -2.0
CCN(CC(=O)NCc1cccs1)C(=O)C(c1ccccc1)c1ccccc1 | -10.6 | 2.1 | -0.4 | -1.7 | -4.6 | -2.6 | 0.9 | -1.3 | -1.0 | 2.5
Cc1cccc(OCCSc2nc3ccccc3n2CCC(=O)O)c1 | -2.3 | 5.1 | -2.6 | 2.0 | 4.2 | 0.8 | 4.8 | 3.5 | 1.5 | 2.5
COc1ccc(NC(=O)CCN2CCN(c3ccccc3F)CC2)c(OC)c1 | 4.1 | 1.7 | 2.4 | 1.2 | 4.5 | -0.1 | -2.2 | -8.6 | 0.8 | 0.5
CCOC(=O)C1CCCN(C(=O)c2cc3ccccc3cc2OC)C1 (stereo not given) | -1.6 | 5.1 | 3.0 | 1.6 | 5.8 | -4.2 | 0.6 | -4.9 | -0.1 | 0.0
CCOC(=O)Nc1sc2c(c1C(N)=O)CCC(C)C2 (stereo not given) | 2.0 | 4.2 | -5.1 | 1.7 | 2.5 | -0.2 | -3.6 | 0.1 | -1.2 | 0.7
CN(C)C(=O)c1cnc(Cc2c[nH]c3ccccc23)c(I)c1 | x | 7.3 | -0.1 | 6.0 | -4.1 | -1.4 | 1.8 | 3.9 | 1.1 | -11.0
CCCCC[C@@H]1C=C(C(=O)O)[C@H](c2ccc(F)cc2)N1S(=O)(=O)c1ccc(C)cc1 | -12.3 | -9.7 | 2.5 | -12.7 | 5.1 | -3.7 | -1.5 | 59.5* | -0.7 | -4.0
CCCCNC(=O)C1(C)CCC(=O)N1CCOc1ccccc1 (stereo not given) | x | 3.0 | -8.2 | 4.8 | -2.0 | -0.2 | -1.6 | 1.5 | -1.6 | -8.7
COc1ccc(C(c2nnnn2C(C)(C)C)N2CCN(c3nc4ccccc4s3)CC2)cc1OC (stereo not given) | 3.7 | -4.2 | 1.8 | -1.5 | 0.3 | 0.8 | -0.7 | 1.2 | -3.4 | -1.2
Cn1nnc(NC(=S)NC(=O)c2cccc3c(Cl)cccc23)n1 | 9.5 | 1.1 | -1.6 | 9.9 | -6.6 | -4.6 | 2.6 | 3.8 | -1.9 | -4.7
O=C(CCN1c2ccccc2Sc2ccccc21)Nc1ccccc1 | 13.6 | 0.6 | -4.2 | -5.1 | -1.3 | -0.7 | -1.1 | -0.6 | -1.3 | -2.0
O=C(OCC(=O)c1ccc[nH]1)c1cncc(Br)c1 | 3.1 | -4.3 | -5.8 | 6.4 | 4.4 | -3.3 | -4.5 | 6.6 | 0.3 | 3.1
Fc1ccc(/C=N/Nc2cc(N3CCOCC3)ncn2)cc1 | 4.6 | 1.3 | -5.0 | -1.9 | -0.1 | -2.5 | -6.1 | -0.8 | -1.0 | 4.5
Cc1ccc(NC(=O)CSc2n[nH]c(-c3ccncc3)n2)cc1C | -9.2 | 5.7 | 2.5 | -4.1 | -1.7 | -4.7 | 0.1 | 4.0 | 0.0 | 0.6
CC(C1CC1)N(C(=O)c1ccccc1[N+](=O)[O-])c1ccccc1 (stereo not given) | -2.5 | 4.6 | -3.3 | -1.3 | -2.8 | -0.7 | 2.4 | -5.5 | -0.7 | -0.7
CCOC(=O)CC1C(=O)NCCN1C(=O)c1cccc(OC)c1 (stereo not given) | -2.6 | -3.8 | 0.3 | -5.0 | 0.9 | -1.2 | -1.6 | 0.5 | 0.5 | -1.7
CCSc1nnc(NC(=O)c2cccc(OCc3c(C)noc3C)c2)s1 | -15.3 | -1.9 | 2.6 | -6.3 | 0.7 | 0.9 | 1.2 | 3.4 | -1.1 | -1.2
CCN(C(=O)c1ccncc1)c1c(N)n(Cc2ccccc2)c(=O)[nH]c1=O | -0.6 | 0.4 | -4.8 | -6.6 | 5.1 | -1.4 | -5.2 | 1.6 | 1.6 | 0.7
CC1CCC(NC(=O)CCC(=O)N2CC(C)Oc3ccccc32)CC1 (stereo not given) | 4.9 | 2.4 | -2.0 | 3.5 | -7.6 | 1.8 | 1.9 | -0.3 | -1.1 | -2.0
CCOc1ccc(C(=O)CCC(=O)Nc2ccncc2)cc1 | -1.0 | -0.4 | 0.4 | 4.0 | 1.3 | -1.2 | -2.2 | 3.1 | -0.6 | 4.3
Cc1ccc(CSCC(=O)N(C)CC(=O)Nc2cccc(F)c2)cc1 | -8.9 | 0.9 | -2.4 | -4.4 | 7.4 | 1.3 | -2.5 | -1.6 | 1.9 | -3.1
COc1ccc(OCc2cc(C(=O)N3CCSCC3)no2)c(Cl)c1 | 0.3 | 0.4 | 1.0 | 0.5 | -5.7 | -0.2 | 0.2 | -9.1 | -0.8 | -1.1
COc1ccc(NC(=O)CN(C)C(=O)c2c(C)nn(Cc3ccc(C)cc3)c2Cl)cc1 | 1.7 | -3.9 | -4.0 | 1.4 | 4.1 | -0.1 | 0.0 | 1.1 | -1.2 | -0.6
O=C(N[C@@H]1CCC(=O)N(CC[C@H](Sc2ccccc2)c2ccccc2)CC1)OCc1ccccc1 | -46.6 | -4.7 | -1.7 | -1.4 | -6.8 | -0.2 | -2.3 | -3.3 | -0.9 | -0.5
Cc1ccc(CN2CCN(C(=O)c3ccco3)CC2)cc1 | 2.5 | -3.5 | -2.6 | 0.1 | 8.3 | -3.3 | 1.2 | -4.7 | -1.5 | 1.1
Cn1c(=O)c(-[n+]2ccccc2)c([O-])c2ccccc21 | -3.3 | -6.9 | -4.0 | 2.1 | 3.4 | -0.8 | 6.5 | -0.3 | 0.0 | -1.7
O=C(Nc1nc2c(cc3c4c(cccc42)CC3)s1)c1ccccc1Cl | -32.2 | 10.7 | 0.6 | -14.1 | 1.6 | -1.9 | -2.0 | 15.8 | 1.1 | 2.7
O=c1c2ccccc2nnn1CSc1nnc(COc2ccc(Cl)cc2)n1Cc1ccco1 | 0.3 | 5.3 | -1.2 | -0.6 | -0.5 | 3.1 | -0.5 | 1.4 | -1.3 | 0.8
Cc1ccccc1NC(=O)Cc1nc(COC(=O)c2cc(Cl)ccc2O)cs1 | -6.1 | 18.8* | -4.0 | 24.9 | 7.3 | -2.4 | 1.8 | -0.6 | 3.2 | 1.3
COc1ccc(CCNC(=O)c2ccc3c(c2)S(=O)(=O)N=C2CCCCCN23)cc1 | -1.0 | 1.8 | 1.2 | 3.1 | 0.0 | 0.9 | 2.1 | -3.3 | -1.8 | -2.0
O=S(=O)(Nc1ccc(-n2cccc2)cc1)c1ccccc1 | -16.7 | -1.8 | 3.0 | -11.2 | -4.6 | -3.0 | -2.2 | 5.3 | -0.3 | -1.6
Cc1cccc(C)c1Nc1c(-c2ccc(N3CCOCC3)cc2)nc2ncccn12 | 4.5 | 3.8 | -2.6 | 0.4 | 2.7 | -0.9 | -1.2 | 5.7 | 0.4 | -0.2
COc1ccc([N+](=O)[O-])cc1NC(=O)C(C)OC(=O)C1c2ccccc2Oc2ccccc21 (stereo not given) | -27.1 | -0.3 | 4.0 | -8.0 | -0.9 | 1.1 | -1.0 | 5.8 | 1.1 | -0.3
